USP7 inh: inhibitors of human USP7 deubiquitinase; Q93009; purified USP7, Ub-rhodamine cleavage fluorescence; inhibition, % at 20 µM; 0.3% of 47,000 active; AID 1645854
Target sequence (Q93009 whole entry, looked up): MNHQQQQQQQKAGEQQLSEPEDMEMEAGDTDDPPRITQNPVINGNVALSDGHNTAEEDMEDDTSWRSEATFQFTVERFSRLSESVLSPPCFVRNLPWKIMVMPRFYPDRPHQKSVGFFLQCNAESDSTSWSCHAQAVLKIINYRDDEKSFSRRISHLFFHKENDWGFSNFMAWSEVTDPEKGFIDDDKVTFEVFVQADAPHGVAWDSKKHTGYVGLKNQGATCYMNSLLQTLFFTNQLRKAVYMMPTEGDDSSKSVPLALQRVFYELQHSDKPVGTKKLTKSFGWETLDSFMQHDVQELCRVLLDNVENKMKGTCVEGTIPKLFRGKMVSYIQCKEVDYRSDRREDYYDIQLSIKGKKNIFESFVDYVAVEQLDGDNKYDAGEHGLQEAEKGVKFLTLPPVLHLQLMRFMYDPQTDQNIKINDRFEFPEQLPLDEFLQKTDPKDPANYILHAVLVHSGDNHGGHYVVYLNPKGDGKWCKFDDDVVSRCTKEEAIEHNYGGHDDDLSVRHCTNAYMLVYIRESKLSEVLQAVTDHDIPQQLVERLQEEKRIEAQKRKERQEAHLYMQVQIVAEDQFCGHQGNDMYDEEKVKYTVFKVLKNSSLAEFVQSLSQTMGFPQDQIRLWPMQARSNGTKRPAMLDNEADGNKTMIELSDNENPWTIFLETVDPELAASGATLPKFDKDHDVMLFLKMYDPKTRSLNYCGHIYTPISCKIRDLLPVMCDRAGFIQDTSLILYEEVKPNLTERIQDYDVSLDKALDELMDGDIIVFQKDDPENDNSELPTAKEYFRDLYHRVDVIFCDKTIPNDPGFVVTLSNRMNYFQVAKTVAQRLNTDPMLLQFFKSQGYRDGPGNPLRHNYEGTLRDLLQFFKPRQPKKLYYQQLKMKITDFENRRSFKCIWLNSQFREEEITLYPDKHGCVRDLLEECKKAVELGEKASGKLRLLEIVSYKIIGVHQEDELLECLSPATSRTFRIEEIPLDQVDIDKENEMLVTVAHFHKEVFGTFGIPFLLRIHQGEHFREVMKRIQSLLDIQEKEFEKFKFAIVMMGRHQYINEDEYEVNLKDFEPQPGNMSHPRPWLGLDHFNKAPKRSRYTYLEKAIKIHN
USP8 inh: human USP8 deubiquitinase inhibition; P40818; purified USP8, Ub-rhodamine cleavage fluorescence, 30 min; inhibition, % at 20 µM; 4.2% of 47,000 active; AID 1645853
USP30 block: human USP30 deubiquitinase inhibition. Q70CQ3. purified USP30, Ub-rhodamine cleavage fluorescence. inhibition, % at 25 µM. 5.3% of 47,000 active. AID 1645860
USP28 block: blocks human USP28 ubiquitin-rhodamine cleavage; Q96RU2; purified USP28, Ub-rhodamine cleavage fluorescence, 30 min; inhibition, % at 25 µM; 3% of 47,000 active; AID 1645857
USP10 block: human USP10 deubiquitinase inhibition | purified USP10, Ub-rhodamine fluorescence, 60 min | 1.1% of 47,000 active | inhibition, % at 20 µM | Q14694
OTUD3 block: inhibitors of human OTUD3 deubiquitinase. 0.7% of 47,000 active. inhibition, % at 25 µM. Q5T2D3. AID 1645858. purified OTUD3, Ub-rhodamine fluorescence, 2 h
USP17 inh: human USP17-like deubiquitinase inhibition. A8MUK1. 6.5% of 47,000 active. inhibition, % at 50 µM. AID 1645855. purified USP17, Ub-rhodamine cleavage fluorescence, 3 h
UCHL1 block: blocks human UCHL1 ubiquitin-rhodamine cleavage; purified UCHL1, Ub-rhodamine cleavage fluorescence; inhibition, % at 20 µM; 0.2% of 47,000 active; P09936
* = called active by the depositor; . = no result given. Rule as the data show it: active = inhibition above about 30%; inactive = the rest.

no.	Molecule	USP7 inh	USP8 inh	USP30 block	USP28 block	USP10 block	OTUD3 block	USP17 inh	UCHL1 block
1	Cn1c(O)c(C2=Nc3ccccc3SC(c3ccc(O)cc3)C2)c(=O)n(C)c1=O (stereo not drawn)	5	-6	-27	-10	3	-1	-6	1
2	O=C(Nc1ccc(Cl)c(S(=O)(=O)N2CCOCC2)c1)c1cc(-c2ccccc2Cl)nc2ccccc12	8	-16	-6	-2	8	-4	-13	4
3	CCN(CC)c1ccc(C(=O)CN2CCC(S(=O)(=O)c3ccc(-c4ccc(C#N)cc4)cc3)CC2)cc1	-1	20	23	22	0	20	9	3
4	CCCn1nnc2cc(S(=O)(=O)N3CCCC(C(=O)NCCc4ccco4)C3)ccc21 (stereo not drawn)	7	23	-52	10	-8	7	39*	22
5	O=C(Cn1c(-c2ccccc2)cc2ccccc21)NCc1cccnc1	-69	-63	-44	-31	-5	-21	-37	-4
6	Cc1ccc(NC(=O)c2ccccn2)nc1	-3	0	2	-10	0	0	-1	-3
7	COc1ccc(-c2cc(C(=O)N(Cc3ccco3)C3CCS(=O)(=O)C3)no2)cc1 (stereo not drawn)	-19	17	-91	7	-1	4	12	6
8	COc1ccc(-c2onc(C)c2C)cc1S(=O)(=O)NCc1ccc(F)cc1	4	11	3	5	58*	2	-3	5
9	CN(CCCNC(=O)c1cccc2c1SCCC2=O)c1ccccc1	-9	40*	0	8	-8	-3	54*	1
10	CC1Oc2ccccc2C(=O)N(Cc2ccc(F)cc2)C1=O (stereo not drawn)	-118	6	9	18	1	6	10	2
11	COc1ccc(-c2csc3ncn(CC(=O)NCc4ccccc4)c(=O)c23)cc1	-35	-7	-227	-66	-8	-38	-94	-1
12	O=C(CN1CCC2(CC1)N=C(c1ccc(F)cc1)C(=O)N2)Nc1ccc2c(c1)OCO2	6	1	19	10	0	10	-1	3
13	COc1ccc(-c2nc(Cn3nnc(-c4nc(-c5ccccc5C)no4)c3C)c(C)o2)cc1	-14	-43	-187	-50	-12	-36	-50	-5
14	O=C(Nc1ccncc1)N1CCC(CNc2nc(-c3cccnc3)nc3ccccc23)CC1	0	-76	-20	-11	0	-11	-10	0
15	COc1cc2[nH]c(C(=O)NCCC3=CCCCC3)cc2c(OC)c1OC	-4	4	-14	18	1	-4	0	0
16	O=C(NC1CCCc2ccccc21)c1cc(=O)[nH]c2ccccc12 (stereo not drawn)	4	0	-44	-4	4	-1	41*	-2
17	Cc1cc(-c2ncc[nH]2)nc(C2CCN(C(=O)c3ccn(C)n3)CC2)n1	0	-29	-17	-15	2	-5	-30	0
18	O=C(c1c(-c2ccccc2)nnc2ccccc12)N1CCN(Cc2ccccc2)CC1	0	-7	3	0	-1	16	0	1
19	Cn1ncc(Cl)c1C(=O)NC1CC2(CCOCC2)Oc2ccccc21 (stereo not drawn)	1	7	4	4	3	6	1	1
20	Cc1cccc(CN2CCCCCC2c2cc(C)on2)n1 (stereo not drawn)	-1	-2	0	-13	0	-4	-11	-5
21	COc1ccccc1-c1nc2c3c(C)c(C)n(Cc4cccnc4)c3ncn2n1	-1	-11	-24	51*	-5	-12	-6	3
22	CC(C)Oc1ccc(CNC(=O)C2CCCN(c3ccc(N4CCOCC4)nn3)C2)cc1 (stereo not drawn)	5	-9	10	6	0	9	-6	5
23	Cn1nc(-c2ccc(F)cc2)cc1C(=O)NCc1cnn2ccccc12	-4	1	-29	-8	-1	-16	-6	1
24	Cc1ccc2nc3c(cc(C(=O)NC(C)C)n3C)c(=O)n2c1	2	-130	-9	-9	1	3	-24	1
25	Cc1cccc(-c2nnc(C3CCN(S(=O)(=O)c4ccc([N+](=O)[O-])cc4)CC3)o2)c1	4	-142	-38	-10	8	0	-10	0
26	CC(=O)N1CCCC1c1nc2ccccc2n1CCOc1cccc(C)c1C (stereo not drawn)	-28	-2	-23	-10	-5	-18	-5	-2
27	Cc1ccc2c(c1)-c1c(c(C(=O)NCCCN3CCN(C)CC3)nn1C)CS2	0	14	2	21	2	11	-8	2
28	Cc1ccc2nc(C(NC(=O)c3ccccn3)c3ccccc3)[nH]c2c1 (stereo not drawn)	0	-37	-15	-13	-3	-6	-18	-1
29	CS(=O)(=O)c1ccc(C(=O)Nc2ccccc2-c2ccccc2)cc1	0	3	.	.	0	11	10	4
30	COc1cccc(CNc2nccn(-c3ccc4c(c3)OCO4)c2=O)c1	-1	1	6	4	2	6	-1	0
31	Cc1ccc(NC(=O)COc2ccccc2/C=C2/NC(=O)N(Cc3ccc(F)cc3)C2=O)cc1	13	24	45*	39*	36*	6	29	1
32	CC(C)OCCCNc1nnc(-c2nc(C3CC3)no2)c2ccccc12	-3	5	16	3	8	0	0	-1
33	O=C(NCc1ccc(F)cc1Cl)c1ccc(-c2cccnc2)nc1	-1	11	25	15	-1	3	11	3
34	O=S(=O)(Nc1ccccc1-c1ccccc1)c1ccccc1F	-4	17	20	15	10	13	16	2
35	Cc1nn(C(C)(C)C)c(OC(=O)c2ccc3c(c2)OCO3)c1S(=O)(=O)c1ccccc1	6	2	14	9	12	5	9	9
36	CC(C)OCCCn1cnc2c([nH]c3ccc(Br)cc32)c1=O	-14	12	18	-1	6	-8	-8	0

Reprinted at random: 5 records from the list
no.	Molecule	USP7 inh	USP8 inh	USP30 block	USP28 block	USP10 block	OTUD3 block	USP17 inh	UCHL1 block
16	O=C(NC1CCCc2ccccc21)c1cc(=O)[nH]c2ccccc12 (stereo not drawn)	4	0	-44	-4	4	-1	41*	-2
2	O=C(Nc1ccc(Cl)c(S(=O)(=O)N2CCOCC2)c1)c1cc(-c2ccccc2Cl)nc2ccccc12	8	-16	-6	-2	8	-4	-13	4
30	COc1cccc(CNc2nccn(-c3ccc4c(c3)OCO4)c2=O)c1	-1	1	6	4	2	6	-1	0
34	O=S(=O)(Nc1ccccc1-c1ccccc1)c1ccccc1F	-4	17	20	15	10	13	16	2
36	CC(C)OCCCn1cnc2c([nH]c3ccc(Br)cc32)c1=O	-14	12	18	-1	6	-8	-8	0

Next compounds.
no.	Molecule	USP7 inh	USP8 inh	USP30 block	USP28 block	USP10 block	OTUD3 block	USP17 inh	UCHL1 block
37	O=C(CN1C(=O)c2ccccc2S1(=O)=O)N(CCc1ccccc1)Cc1ccccc1	3	9	9	10	2	10	8	1
38	COc1ccc(-n2nnc(C(=O)Nc3nc(C)c(C)s3)n2)cc1	7	0	34*	42*	-10	12	48*	-2
39	CCOc1ccc(N2C(=O)CCC2(C)C(=O)NC2CCCC2)cc1 (stereo not drawn)	1	10	9	-1	0	4	0	-1
40	CCOC(=O)c1noc2ncn(Cc3nc(-c4ccccc4Cl)oc3C)c(=O)c12	-2	0	-2	6	0	7	-5	1
41	Cc1cc(NC(=O)c2cc(-c3ccccn3)n[nH]2)ccc1Br	8	8	-13	-8	18	-7	-13	0
42	Cc1nnc2c(NC3CC3)nc3ccccc3n12	0	-9	-2	-1	3	-8	-7	0
43	CCN1CC[C@@]2(C(=O)N(C)C)CCN(C(=O)Cc3cccc(OC)c3)CC[C@@H]12	3	-89	24	6	4	12	1	1
44	COc1cccc(N(C(=O)COc2cccc(F)c2)c2nc3ccccc3s2)c1	-2	2	-138	-45	-5	-29	-6	-5
45	CC(=O)Nc1cccc(C(=O)Nc2ccc3c(c2)CCN3C(=O)C2CC2)c1	1	0	0	12	-1	-2	-12	0
46	Cn1cc(-c2csc(N)n2)c2ccccc21	-34	-20	-183	-46	-17	-40	4	-32
47	Cn1ccnc1CN1C(=O)CO[C@H]2CN(C(=O)CC(C)(C)C)C[C@H]21	0	-19	0	0	2	-10	-8	-3
48	CCc1ccc(-n2nnc(C(=O)Nc3ccc(F)cc3)c2C)cc1	-3	22	32*	15	2	11	10	2
49	Cc1ccc(C(=O)c2cn(CC(=O)Nc3ccc(Cl)cc3)c3ccc(F)cc3c2=O)cc1	2	60*	-219	-60	15	-20	-26	-4
50	Cc1ccc(NC(=O)Cn2c(C)ncc(C(=O)NC3CCCC3)c2=O)c(C)c1	-25	0	1	0	-9	7	5	0
51	COc1ccc(C)cc1NC(=O)Nc1nnc(CC(=O)N2CCOCC2)s1	3	-1	-39	-18	-7	-7	-4	-1
52	CCN1CC[C@@]2(C(=O)N3CCCC3)CCN(C(=O)NCC(C)C)CC[C@@H]12	4	7	16	5	1	7	-22	2
53	O=C(/C=C/c1ccccc1)c1ccc(O)cc1O	8	11	10	21	7	22	15	5
54	COc1ccccc1CNC(=O)C1c2ccccc2CC(=O)N1C(C)C (stereo not drawn)	0	4	-3	-6	-4	-2	3	-1
55	O=C(/C=C/c1ccc(OCc2cccc(Cl)c2)cc1)NC1CCCC1	11	16	22	14	2	16	36*	2
56	O=C(NCc1ccccc1Cl)C1=Cc2ccccc2OC1	5	1	15	22	8	4	6	3
57	COc1ccc(C(=O)Nc2ccc(N)cn2)cc1	0	-5	.	.	-3	0	12	0
58	CCOC(=O)Cc1cc(=O)n2[nH]c(-c3ccc(C)cc3)cc2n1	-2	-25	-138	17	-3	5	31*	-16
59	CC(C)CC1OC(=O)CCNC(=O)C(Cc2ccccc2)N(C)C(=O)C(C(C)C)N(C)C(=O)C(Cc2ccccc2)NC(=O)C2C(C)CCN2C1=O (stereo not drawn)	-19	-3	3	-1	-1	3	-1	0
60	Cc1cc(N2CCCCCC2)n2nc(CN3CCN(C(C)C)CC3)nc2n1	-25	-34	-164	-60	-2	-60	-81	-26
61	CCCOC(=O)c1cccc(Nc2ncnc3ccc(Br)cc23)c1	12	17	-4	5	4	6	19	4
62	Cc1cc2c(=O)n3c(nc2s1)CCN(Cc1nc[nH]c1C)CC3	1	2	5	-7	0	1	-25	1
63	Cc1nn(C)c(C)c1CCC(=O)N1CCC(c2onc3c2CC(C)CC3)CC1 (stereo not drawn)	2	19	18	9	0	21	14	2
64	Clc1ccccc1Sc1nc2ccccc2n2cnnc12	-9	-22	.	.	-2	5	-156	-15
65	Cc1cccc(N2C(=O)/C(=C\c3ccc4c(c3)OCO4)c3ccccc3C2=O)c1	-11	76*	-14	8	-1	-7	42*	-7
66	O=C(C1CCCC1)N1CCCC(c2nn(CCOc3ccccc3)c3nccnc23)C1 (stereo not drawn)	-22	0	0	9	2	-1	-6	0
67	O=C(COC(=O)c1n[nH]c2ccccc12)Nc1ccc2c(c1)CCC2	12	30*	13	-1	11	-2	-4	1
68	Nc1c(C(=O)c2ccco2)sc2c1c(=O)[nH]c(=O)n2Cc1ccc2c(c1)OCO2	-4	54*	-441	-58	-7	-62	4	-4
69	COc1ccc([N+](=O)[O-])cc1NC(=O)C(C)OC(=O)CSc1ccc2ccccc2c1 (stereo not drawn)	-8	-84	14	13	3	8	0	3
70	c1ccc(OC2C[C@@H]3CN(Cc4nccs4)C[C@@H]3C2)cc1 (stereo partly drawn)	-5	1	-5	3	0	-3	-5	0
71	COC1=CC(=O)C=C(C(=O)O)C12Oc1c(Cl)c(C)c(Cl)c(O)c1C2=O (stereo not drawn)	-51	-33	-101	-8	-10	-2	-5	-4
72	CCN1CCN(C(C(=O)Nc2cc(C)cc(C)c2)c2ccccc2)CC1 (stereo not drawn)	-7	0	3	7	-1	8	-7	0
73	CC(C)Cn1c(=O)c(N2CCN(C(=O)Nc3ccccc3Cl)CC2)nc2ccncc21	-2	15	19	20	-2	19	7	2
74	CC(CS(=O)(=O)c1ccc2c(c1)NC(=O)CCS2)C(=O)N1CCc2ccccc21 (stereo not drawn)	-1	-14	-32	-2	-1	0	-20	-2
75	O=C1C=C[C@]23Oc4ccc(O)c5c4[C@](Oc4cccc1c42)(O3)C1OC1[C@@H]5O (stereo partly drawn)	-3	5	-51	6	-1	1	45*	4
76	COc1ccc(C(=O)N2CCN(CCNC(=O)C(=O)Nc3ccc(C)c(Cl)c3)CC2)cc1	2	-3	8	0	0	0	8	2
77	CCCCc1nc2sc3c(SCC(N)=O)ncnc3c2c2c1CCC2	4	-1	23	36*	2	12	18	3
78	CCn1c(=O)[nH]c2c(C(=O)N3CCc4ccccc4C3)snc2c1=O	0	14	17	15	0	10	3	1
79	Cc1ccc(Nc2c(C(=O)N3CCOCC3)cnc3ccccc23)c(Cl)c1	-14	-13	-123	-24	-5	-16	19	-10
80	CCc1nnc2ccc(C(=O)N3CCN(CC)CC3)cn12	-24	-17	.	.	-3	4	-95	-26
81	O=C1COC2(CCN(C(=O)c3ccco3)CC2)CN1Cc1ccccn1	5	-9	0	7	-7	5	.	2

3 structures out of the list, arranged by SMILES length, highest first.
no.	Molecule	USP7 inh	USP8 inh	USP30 block	USP28 block	USP10 block	OTUD3 block	USP17 inh	UCHL1 block
4	CCCn1nnc2cc(S(=O)(=O)N3CCCC(C(=O)NCCc4ccco4)C3)ccc21 (stereo not drawn)	7	23	-52	10	-8	7	39*	22
70	c1ccc(OC2C[C@@H]3CN(Cc4nccs4)C[C@@H]3C2)cc1 (stereo partly drawn)	-5	1	-5	3	0	-3	-5	0
46	Cn1cc(-c2csc(N)n2)c2ccccc21	-34	-20	-183	-46	-17	-40	4	-32

Source: PubChem
